# CDK5 inh – inhibitors of human CDK5/p35 kinase, primary screen, biochemical, single concentration; Cyclin-dependent kinase 5 (Homo sapiens) + Cyclin-dependent kinase 5 activator 1 (Homo …; Recombinant CDK5/p35, ADP-Glo luminescence, 60 min; inhibition, % at 10 µM; 0.01% of 330,000 active; AID 488839, 2010;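 active means highest replicate inhibition of at least 50% and at least 75% of replicates reaching 50%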;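 further: plate controls were DMSO neutral control for no effect and GW8510 at 10 µM for full effect; many of its hits are not listed in these tables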
# PvdQ inh – P. aeruginosa PvdQ acylase inhibitors, primary screen, biochemical, fluorescence, plate reader and imaging, single point. purified PvdQ acylase. inhibition, % at 10 µM. 0.063% of 340,000 active; in the data active means inhibition above about 30%, passing the limit was not always enough;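 further: 0% = vehicle neutral wells and 100% = reference inhibitor wells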
# NSD2 HMT inh – NSD2 histone methyltransferase inhibitors, primary screen, biochemical, AlphaScreen, single concentration, set 2; Histone-lysine N-methyltransferase NSD2 (Homo sapiens), O96028; NSD2 peptide methylation, 120 min; inhibition, % at 12.5 µM; 0.54% of 310,000 active; in the data active means inhibition above about 50%
# Target sequence (O96028 whole entry, looked up): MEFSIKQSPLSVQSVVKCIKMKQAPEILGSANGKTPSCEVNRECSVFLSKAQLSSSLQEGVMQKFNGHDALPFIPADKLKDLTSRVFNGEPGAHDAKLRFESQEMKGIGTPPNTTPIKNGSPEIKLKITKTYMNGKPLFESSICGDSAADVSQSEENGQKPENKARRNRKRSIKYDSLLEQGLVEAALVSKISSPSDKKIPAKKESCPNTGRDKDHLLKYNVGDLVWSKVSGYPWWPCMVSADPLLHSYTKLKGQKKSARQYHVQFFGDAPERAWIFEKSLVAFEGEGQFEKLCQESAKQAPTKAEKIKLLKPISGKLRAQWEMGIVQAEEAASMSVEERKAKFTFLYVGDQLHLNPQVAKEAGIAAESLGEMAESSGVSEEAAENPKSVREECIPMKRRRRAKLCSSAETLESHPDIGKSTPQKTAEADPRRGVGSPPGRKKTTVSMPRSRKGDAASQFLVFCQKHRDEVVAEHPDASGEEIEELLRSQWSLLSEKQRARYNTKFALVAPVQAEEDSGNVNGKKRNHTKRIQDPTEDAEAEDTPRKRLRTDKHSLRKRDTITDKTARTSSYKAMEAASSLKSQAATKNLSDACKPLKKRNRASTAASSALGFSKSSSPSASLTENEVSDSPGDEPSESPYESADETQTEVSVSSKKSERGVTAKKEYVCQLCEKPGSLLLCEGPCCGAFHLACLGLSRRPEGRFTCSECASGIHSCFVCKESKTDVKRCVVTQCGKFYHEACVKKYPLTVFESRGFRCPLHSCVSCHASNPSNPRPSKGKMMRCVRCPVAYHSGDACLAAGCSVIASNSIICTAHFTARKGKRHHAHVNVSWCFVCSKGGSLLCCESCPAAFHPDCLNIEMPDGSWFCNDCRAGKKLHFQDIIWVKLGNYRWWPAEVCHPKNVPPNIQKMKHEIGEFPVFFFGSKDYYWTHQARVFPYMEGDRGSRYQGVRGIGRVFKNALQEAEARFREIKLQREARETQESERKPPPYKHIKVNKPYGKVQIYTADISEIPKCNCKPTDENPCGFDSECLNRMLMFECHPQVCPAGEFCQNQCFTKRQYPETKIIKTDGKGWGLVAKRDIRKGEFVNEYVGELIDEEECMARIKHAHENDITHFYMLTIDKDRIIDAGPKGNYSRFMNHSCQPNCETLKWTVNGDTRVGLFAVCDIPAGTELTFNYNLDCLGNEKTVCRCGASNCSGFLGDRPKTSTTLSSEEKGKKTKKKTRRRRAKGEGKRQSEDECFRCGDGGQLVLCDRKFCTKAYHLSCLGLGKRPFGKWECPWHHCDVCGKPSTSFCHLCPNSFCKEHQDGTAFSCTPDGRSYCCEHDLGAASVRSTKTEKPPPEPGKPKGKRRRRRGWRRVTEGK
# Keap1-Nrf2 PPI – Keap1-Nrf2 protein-protein interaction inhibitors, primary screen, biochemical, fluorescence polarization, single point; inhibition, % at 9.4 µM; AID 504523, 2011; Keap1 Kelch-Nrf2 peptide fluorescence polarization, 1536-well; 0.15% of 340,000 active; Kelch-like ECH-associated protein 1 (Homo sapiens), Q14145; in the data active means inhibition above about 12%;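 further: human Keap1 Kelch domain with fluorescein labeled Nrf2 9mer peptide probe; 0% = neutral control wells and 100% = peptide positive control; higher means more block of Keap1 binding to Nrf2 peptide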
# RTF Ca sens inh – cardiac RTF calcium sensitivity inhibitors, primary screen, biochemical, IANBD-TnC fluorescence, EC70 calcium | Troponin I, cardiac muscle (Homo sapiens) + Troponin T, cardiac muscle (Homo sapiens) + … | IANBD-labeled cardiac RTF, Ca2+ fluorescence | inhibition, % at 7.15 µM | 0.12% of 340,000 active | AID 493244, 2011;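 active means inhibition above the mean inhibition of all tested compounds plus 3 SD, cut at about 17% in these data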;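 further: assay run at fixed EC70 calcium of 1.6 mM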
# Rtt109 Vps75 – inhibitors of C. albicans Rtt109/Vps75 HAT, primary screen, biochemical, ThioGlo CoA-SH fluorescence, plate reader; Histone acetyltransferase RTT109 (Candida albicans (strain SC5314 / ATCC MYA-2876)), …; purified Rtt109/Vps75, 4 h; inhibition, % at 34.9 µM; 0.16% of 330,000 active; AID 540336, 2011;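 active means inhibition of at least 50% in every replicate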
# dFosB activator – activators of delta FosB homodimer, primary screen, biochemical, fluorescence polarization, TAMRA-CDK5 oligo, single point; Protein FosB (Mus musculus), P13346; purified delta FosB; percent of positive-control signal above neutral wells; activation, % at 25 µM; 0.99% of 340,000 active; AID 493131, 2011;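 active means mean activation above about 17%, with every replicate also reaching it, limit read from the data, passing the limit was not always enough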;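 further: fluorescence polarization rise as delta FosB binds a TAMRA Cdk5 AP-1 oligo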
# PfHsp90 set2 – growth inhibition of PfHsp90-expressing yeast, primary screen, antimalarial PfHsp90 inhibitor project, S. cerevisiae, BacTiter-Glo luminescence, single point, set 2; 0.32% of 310,000 active; BacTiter-Glo ATP, 48 h; yeast lacking PDR1 and PDR3 efflux regulators; AID 504621, 2011; inhibition, % at 9.4 µM;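 active means every replicate shows inhibition above about 80%, whatever the replicate mean, limit read from the data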;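 further: 0% = DMSO neutral controls and 100% = 20 µM radicicol positive controls; yeast relying on Plasmodium falciparum Hsp90 in place of its own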
# LANA DNA inh – inhibitors of KSHV C-LANA binding to DNA, primary screen, biochemical, fluorescence polarization, FAM-LBS DNA, MBP-C-LANA, single point; inhibition, % at 9 µM; 0.078% of 340,000 active; AID 504423, 2011;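 active means highest replicate inhibition at or above 60% at 9 µM, even if other replicates fall short; inactive means all replicates below 60% inhibition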;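 further: 0% = neutral control wells and 100% = 4 µM acridine orange control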
# cardiac RTF act – cardiac RTF calcium sensitivity activators, primary screen, biochemical, IANBD-TnC fluorescence, EC20 calcium | IANBD-labeled TnC RTF fluorescence at EC20 calcium; 0% EC20 calcium, 100% full calcium | activation, % at 7.2 µM | 0.24% of 340,000 active;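 active means activation above the mean over all tested compounds plus 3 SD, cut at about 30% in these data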;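 further: rise in fluorescence read as greater calcium sensitivity of cardiac thin filaments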
# Mot1-301 SUMO – yeast Mot1-301 growth rescue at high temperature, primary screen, SUMOylation pathway inhibitor project, S. cerevisiae, ATP luminescence, 38.5C. S. cerevisiae Mot1-301 growth rescue; percent above DMSO median, 100 means doubled. growth rescue, % at 18.8 µM. 1% of 320,000 active;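 active means every valid replicate shows activation above 250% relative to neutral control wells; inactive means the rest, any valid replicate at or below 250%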;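 further: OY570 slx delta 5 strain wells were the positive control but not used for scaling; some compounds called inactive have numbers as strong as hits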
# An asterisk follows results filed as active; x = not tested or not shown.
SMILES,CDK5 inh,PvdQ inh,NSD2 HMT inh,Keap1-Nrf2 PPI,RTF Ca sens inh,Rtt109 Vps75,dFosB activator,PfHsp90 set2,LANA DNA inh,cardiac RTF act,Mot1-301 SUMO
CCc1ccc(C(=O)N/N=C/c2ccncc2)s1,1.9,3,-1,-3,-10,7,-21,12,-2.8,1,21
CCCCNC(=O)NC1CCCC1,-0.1,7,2,8,-7,3,-3,1,-0.5,-4,6
CCCCN1C(=O)C(=O)N(CC(=O)Nc2ccccc2C(=O)OCC)C1=O,-0.8,-8,1,1,2,-5,-7,3,1.4,1,167
O=c1c(Cl)c(N2CCOCC2)cnn1-c1ncc(C(F)(F)F)cc1Cl,-5.1,-17,-1,0,-1,-1,-7,-17,-1.6,0,-6
CCCN(CCC)C(=O)c1cc(-c2ccc3c(c2)OCO3)nc2ccccc12,1.8,1,5,5,0,2,-9,-9,1.9,-10,0
C[n+]1cc(-c2ccccc2)oc1-c1ccccc1,0.9,5,-3,-8,-14,-2,5,-5,-0.7,2,-8
O=C1c2cccc3cccc(c23)C(=O)N1CC1CCCO1 (centres undefined),2.2,12,-1,-3,-3,1,4,-25,-0.6,6,-20
CCN(CC)C(=O)C1CCCN(Cc2ccc3c(c2)OCO3)C1 (centres undefined),0.0,10,-2,0,-5,-1,-1,-13,0.3,0,137
CCOC(=O)CC[C@H](NC(=O)Cn1cnc(C(=O)Nc2ccc(C)c(C)c2)n1)C(=O)OCC,-10.0,-10,x,-8,-2,-1,-10,3,1.3,-1,x
Cc1cccc(Cn2ccc(NC(=O)c3ccc4c(c3)OCO4)n2)c1,1.3,8,-5,0,-6,10,-7,-18,x,-3,17
COc1ccc([N+](=O)[O-])cc1NC(=O)CSCc1cc(C)cc(C)c1,-2.1,4,8,-1,-1,x,-5,8,-0.3,1,x
Cc1ccc(CNC(=O)COc2ccc(S(=O)(=O)N3CCOCC3)cc2)cc1,0.5,-6,x,1,3,-10,0,-12,0.5,6,-6
Cc1ccc2nc(-c3cccnc3SCC(=O)N3c4ccccc4CC3C)[nH]c2c1 (centres undefined),-1.1,-7,0,1,-11,-4,29*,13,1.8,-24,-18
COc1ccc(CN2CCN(C(=O)Cn3c(=O)oc4cc(Cl)ccc43)CC2)c(OC)c1OC,-1.7,-2,x,0,5,x,-4,12,0.3,4,-9
COc1ccc(N(C)C(=O)CCS(=O)(=O)c2cccc3nsnc23)cc1,-0.9,-1,-1,4,8,-11,2,2,1.4,1,-14
COc1ccc(CC(=O)N/N=C(\C)CC(=O)Nc2ccc(N(C)C)cc2)cc1,-1.7,-8,x,-5,10,-17,-5,-4,-0.2,-8,2
C#CCOCCOCCOCCNc1nc(N2CCN(C(=O)Cn3cc(CCCCN)nn3)CC2)nc(N2CCN(C(=O)[C@H](Cc3ccc(O)cc3)n3cc(CCO)nn3)CC2)n1,1.6,-19,x,-7,-21,7,-10,-9,-1.5,0,x
O=C1NCCCC1C(=O)N1CCCCC1 (centres undefined),0.2,-8,-1,-1,-4,1,-1,-74,0.7,2,79
CCOC(=O)N1CCN(S(=O)(=O)c2ccc(C(=O)N(CCN(C)C)c3nc4ccc(CC)cc4s3)cc2)CC1,0.5,14,3,-2,2,-4,12,16,1.6,-1,66
Cc1ccc(Nc2nc(N)nc(CN3CCN(Cc4ccccc4)CC3)n2)cc1Cl,2.8,9,3,-1,-2,27,9,5,-1.2,-1,4
Cc1cc(C)c2c(n1)nn1c(-n3ccnc3)cc(C)nc21,-1.7,8,1,1,-4,-23,-39,x,-1.3,-5,x
COC(=O)c1ccccc1S(=O)(=O)NNC(=O)C12CC3CC(CC(C3)C1)C2,-0.3,-11,-2,-1,-11,2,-2,6,1.9,4,-7
COc1ccc(-c2nn(-c3ccccc3)cc2/C=C2/SC(=S)N(Cc3ccco3)C2=O)c(C)c1,0.2,-4,-1,-5,-4,1,-8,x,-0.1,-4,-8
O=[N+]([O-])c1cccc(-c2ccc(C(=S)N3CCOCC3)o2)c1,-1.2,-3,13,-4,-3,x,-4,10,-0.1,-6,-14
COc1cc2cc(CCCOC(=O)c3ccc(Br)cc3)oc(=O)c2cc1OC,0.7,-1,x,-2,11,-5,-5,-9,0.5,-1,-29
O=C(COC(=O)Cc1c[nH]c2ccccc12)Nc1c(Cl)cccc1C(F)(F)F,-1.5,-7,24,4,-5,6,-2,16,2.4,8,30
CCOC(=O)c1c(NC(=O)C[n+]2ccc(N(C)C)cc2)sc(C)c1C,0.1,-12,8,-2,-6,-1,-6,34,-2.1,-1,660
Brc1cccc(OCCOCCn2ccnc2)c1,2.2,-5,4,0,-4,6,-4,27,-1.5,7,-11
CCOC(=O)N1CCC(N(C(=O)Nc2ccccc2)C(C)CC)CC1 (centres undefined),-1.0,1,2,3,7,-2,1,20,0.6,1,-13
CC(NS(=O)(=O)c1ccc(Br)s1)c1ccccc1 (centres undefined),1.3,6,-3,-2,-4,4,2,10,0.5,-2,130

# Two compounds drawn at random from those above, as already listed:
SMILES,CDK5 inh,PvdQ inh,NSD2 HMT inh,Keap1-Nrf2 PPI,RTF Ca sens inh,Rtt109 Vps75,dFosB activator,PfHsp90 set2,LANA DNA inh,cardiac RTF act,Mot1-301 SUMO
C#CCOCCOCCOCCNc1nc(N2CCN(C(=O)Cn3cc(CCCCN)nn3)CC2)nc(N2CCN(C(=O)[C@H](Cc3ccc(O)cc3)n3cc(CCO)nn3)CC2)n1,1.6,-19,x,-7,-21,7,-10,-9,-1.5,0,x
COc1ccc(-c2nn(-c3ccccc3)cc2/C=C2/SC(=S)N(Cc3ccco3)C2=O)c(C)c1,0.2,-4,-1,-5,-4,1,-8,x,-0.1,-4,-8

# Going on with the list.
SMILES,CDK5 inh,PvdQ inh,NSD2 HMT inh,Keap1-Nrf2 PPI,RTF Ca sens inh,Rtt109 Vps75,dFosB activator,PfHsp90 set2,LANA DNA inh,cardiac RTF act,Mot1-301 SUMO
COc1cc(NC(=O)COC(=O)CCOc2ccc(C)cc2)cc(OC)c1,-0.3,-2,2,0,-4,-7,-8,-37,0.2,0,6
CCOCCCNC(=O)C(c1ccc(C)cc1)N(Cc1cccs1)C(=O)c1ccccn1 (centres undefined),1.6,6,3,-3,9,4,-1,x,0.3,1,17
COc1cc(C(=O)Nc2ccc(NC(=O)c3cccc(Cl)c3)nc2)cc(OC)c1OC,0.1,-2,4,-4,0,-2,-5,-10,0.5,-15,x
Cc1onc(-c2c(F)cccc2Cl)c1C(=O)NC(=S)NC1CCSC1=O (centres undefined),2.2,-1,2,1,-3,1,-2,-10,-0.1,1,-3
CCN1CCCC1CNC(=O)c1ccc(N2CCOCC2)c(NS(=O)(=O)c2ccc(OC)cc2)c1 (centres undefined),-0.6,-12,12,4,-1,-3,-3,-15,-0.5,-6,-7
COc1cnn(Cc2ccccc2)c(=O)c1SCc1ccccc1,1.9,5,-5,-3,9,7,3,x,-1.0,3,92
CCOC(=O)c1nnn(-c2nonc2OC)c1-c1ccccc1,-0.8,-8,113*,-1,-6,16,-7,-22,-0.3,3,3
COc1ccc(CN2CCN(C(=O)c3ccc(S(=O)(=O)NCc4ccco4)cc3)CC2)cc1F,-1.7,-7,3,3,-4,-9,-9,x,1.7,6,x
Cc1cc(C=O)c(C)n1-c1ccc(N2CCCC2)c([N+](=O)[O-])c1,-1.0,0,20,-6,-11,-1,0,13,-3.6,1,-5
CC1(C)C2CCC1(CS(=O)(=O)NCc1ccc(Cl)cc1Cl)C(=O)C2 (centres undefined),-0.9,-5,32,-2,-5,0,-11,23,-1.6,5,-4
CC(=O)N1CCN(C(=O)c2cc(S(=O)(=O)NCc3ccccc3)ccc2C)CC1,0.1,-9,1,0,-9,0,0,14,-0.6,-3,-2
O=C(NC(=S)NC(CO)c1ccccc1)c1ccc(F)cc1 (centres undefined),0.3,-3,0,-3,-7,4,-7,10,-6.6,-7,287
CCN(CC)CCn1c2c(c(SCC(=O)Nc3nc4ccccc4s3)nc1=O)CCC2,1.5,-8,1,1,-5,-1,-16,-13,-0.1,-4,197
COc1ccc(NC(=O)C(=O)c2cn(CC(=O)N3CCCC3)c3ccccc23)c(OC)c1,0.1,8,3,3,-3,-2,1,-3,-0.9,-1,-9
COc1ccc(C(=O)n2nc(-c3ccco3)nc2N)cc1,-0.5,-6,0,-4,-13,-5,-6,-7,1.2,-6,5
CC1CCCCN1C(=O)CSc1nc(N)cc(=O)[nH]1 (centres undefined),-0.2,-12,3,-3,-9,-1,-3,-17,0.7,8,180
CNC(=O)c1c(NC(=O)c2ccc(S(=O)(=O)N3CCCCC3C)cc2)sc2c1CCN(C)C2 (centres undefined),-0.7,-14,-2,-15,-3,-11,-4,19,-3.8,0,322
COC(=O)Cn1c(CN2CCN(c3ccccc3F)CC2)nc2c1c(=O)n(C)c(=O)n2C,0.1,-15,x,-6,2,-2,2,-2,-0.6,3,x
CC(C)Oc1ccc(CNCCC2(C(C)C)CCOC(C)(C)C2)cc1 (centres undefined),-1.3,-13,-2,-1,-14,-7,-4,-11,-0.9,-2,144
COc1ccc(OCCN2C(=O)c3ccccc3C2=O)cc1,0.3,-9,-2,-1,1,16,-3,-12,-0.2,-4,-2
CCCc1[nH][nH]c(=O)c1C(c1cccc(Cl)c1)C(C#N)C#N (centres undefined),1.7,-2,-2,0,-8,8,-11,-43,-0.9,-7,26
Cn1/c(=N\NC(=O)C2CCCCC2)sc2ccccc21,-0.6,6,-2,2,-2,19,0,9,0.0,-1,9
COc1ccc(C2CC(=O)Oc3cc4c(cc32)OCO4)cc1 (centres undefined),-0.2,-9,x,-1,-9,-1,-7,6,-1.1,-2,x
CN(C)C(CNC(=O)c1cccc(NS(=O)(=O)c2ccc(Br)cc2)c1)c1ccco1 (centres undefined),-0.9,-17,2,0,-4,0,-10,-16,-0.8,-9,-14
CS(=O)(=O)N(CC(=O)Nc1ccc(S(=O)(=O)N2CCOCC2)cc1)c1ccccc1Br,0.5,-1,0,0,-3,13,-3,15,-0.2,0,-6
O=C(NNS(=O)(=O)c1ccc2ccccc2c1)c1cccs1,-6.1,-9,0,-4,2,-5,-7,-9,-1.3,-2,2
COc1cccc(N2CCN(CC(=O)Nc3ccnn3C3CCCC3)CC2)c1,0.2,-13,0,-1,-6,-7,-1,-8,-0.9,-3,x
COc1ccc(OCc2cc(C(=O)NC(C)c3cnn(C)c3)no2)c(Cl)c1 (centres undefined),-0.8,-13,13,-4,-2,-4,-9,15,-1.2,4,-9
